Compound activity (PubChem)
PAX8 reporter: PAX8 transcriptional activity inhibition | RMG-I TPO-luciferase reporter, SteadyGlo, 24 h | inhibition, % at 12.6 µM | 360,000 tested, 1.2% active | AID 652154;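 active means mean replicate inhibition at least 60% with every replicate also reaching 60%; inconclusive means only one of the two criteria is met; inactive means mean below 60% and not all replicates reaching 60%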;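 further: luciferase light reporting Pax8 driven TPO promoter activity; plate controls were median of neutral control wells for no effect and mitoxantrone controls for full effect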
ARNT-TACC3 inh: disruptors of human ARNT/TACC3 interaction; AlphaScreen His-ARNT PAS-B/GST-TACC3 binding, luminescence; TACC3 fragment carries E629A point mutation; inhibition, % at 9.99 µM; 390,000 tested, 0.66% active; AID 623870;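 active means mean inhibition of replicates at least 50% and at least half of replicates each reaching 50%; inconclusive means half or more replicates reach 50% but mean below 50%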;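 further: 0% = complete ARNT plus TACC3 wells and 100% = ARNT alone without TACC3; many hits fall short of the cut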
LGR2 inh: inhibitors of bursicon-induced Drosophila LGR2 receptor cAMP signaling; 380,000 tested, 0.35% active; HEK293 LGR2, CRE-luciferase, bursicon-stimulated, 4 h; AID 720647; inhibition, % at 9.99 µM;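 active means drop in luminescence signal, shown as inhibition above about 50% in the replicate tests, limit read from the data, passing the limit was not always enough; inconclusive means probably only some replicates passing the limit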;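 further: agonist challenge used bursicon conditioned medium at about half maximal strength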
CASP6 VEID inh: inhibitors of human caspase-6. P55212. purified caspase-6, Z-VEID-R110 cleavage fluorescence. inhibition, % at 12.5 µM. 350,000 tested, 0.53% active. AID 686996;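 active means mean inhibition across replicates at least about 35%, with every replicate also reaching that limit, limit read from the data; inconclusive means only one of the two criteria met; inactive means neither criterion met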;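 further: 0% = median of neutral control wells and 100% = no fluorescence left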
Target sequence (P55212 24-179 limits assumed): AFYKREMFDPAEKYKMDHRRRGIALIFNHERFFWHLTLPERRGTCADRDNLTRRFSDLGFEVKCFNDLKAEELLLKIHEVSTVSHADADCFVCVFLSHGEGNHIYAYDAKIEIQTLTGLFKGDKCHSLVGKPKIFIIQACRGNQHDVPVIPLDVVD
Target sequence (P55212 194-293 limits assumed): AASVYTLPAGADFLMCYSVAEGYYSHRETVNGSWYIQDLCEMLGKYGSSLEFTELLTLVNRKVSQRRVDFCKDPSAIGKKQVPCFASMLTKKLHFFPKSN
EWS-Fli block: EWS/Fli transcriptional activity inhibition | A673 NR0B1-luciferase reporter, viability-normalised | inhibition, % at 12.6 µM | 350,000 tested, 0.67% active;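 active means mean inhibition of at least 50% after viability correction, with every replicate also passing that limit; inconclusive means mean reaches 50% but only one of two replicates passes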;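 further: firefly luciferase signal divided by Alamar Blue viability fluorescence both relative to DMSO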
DENV2 CPE: DENV2-induced cell death inhibition; DENV2-infected cells, cytopathic effect rescue, plate reader; 350,000 tested, 1.7% active; CPE inhibition, % at 9.99 µM; in the data active means CPE inhibition above about 20%, passing the limit was not always enough; inconclusive means no clear call, values can overlap the other calls; tested in BHK-21 cells;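 further: 0% = median of neutral control wells and 100% = median of positive control wells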
SIRT5 inh: inhibitors of human sirtuin-5 desuccinylase; inhibition, % at 15 µM; 330,000 tested, 1.1% active; Q9NXA8; Purified SirT5, succinyl-peptide AMC, trypsin-coupled fluorescence; in the data active means inhibition above about 15%; inconclusive means no clear call, values can overlap the other calls
Target sequence (Q9NXA8 whole entry, looked up): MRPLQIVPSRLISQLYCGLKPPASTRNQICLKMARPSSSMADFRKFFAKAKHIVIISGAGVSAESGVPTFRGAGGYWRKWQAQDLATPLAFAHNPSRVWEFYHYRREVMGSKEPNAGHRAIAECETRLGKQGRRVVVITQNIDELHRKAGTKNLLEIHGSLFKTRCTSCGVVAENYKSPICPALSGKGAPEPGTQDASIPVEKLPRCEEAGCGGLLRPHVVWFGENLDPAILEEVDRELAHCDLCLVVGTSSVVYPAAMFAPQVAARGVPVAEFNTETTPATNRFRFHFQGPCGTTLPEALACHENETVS
Numbers without * were called inactive; ? = inconclusive; · = not tested or not shown.

Values in the order – PAX8 reporter	ARNT-TACC3 inh	LGR2 inh	CASP6 VEID inh	EWS-Fli block	DENV2 CPE	SIRT5 inh
1) C[C@H](N)C(=O)N1CCC(C(=O)N[C@@H](Cc2ccccc2)C(=O)Nc2ccc(F)cc2)CC1
    ·	-28	·	-1	-2	19	0
2) O=C(NCCS(=O)(=O)N1CCN(c2ccc(F)cc2)CC1)c1ccc2c(c1)OCO2
    3	-2	-9	2	5	7	1
3) CCCNC(=O)[C@@H]1[C@@H](CO)[C@@H]2Cn3c(ccc(-c4ccccc4)c3=O)[C@@H]2N1CC
    19	1	-7	3	6	?	2
4) Cc1ccc(S(=O)(=O)N2CCCCC2)cc1
    19	-2	-5	2	-10	14	-2
5) COc1ccc(NC(=S)N2CCN(C/C=C/c3ccccc3)CC2)cc1OC
    ·	8	-16	1	·	·	-6
6) O=C(O)CCc1nnc(SCC(=O)Nc2ccc(Cl)c(C(F)(F)F)c2)[nH]c1=O
    6	-2	27	3	-102	-3	-1
7) O=C(O)c1cc(S(=O)(=O)NCCCN2CCCC2=O)ccc1Cl
    -7	-7	5	0	-2	?	-1
8) CCOc1ccc(CCNC(=O)CS(=O)Cc2nc(-c3ccc(OC)cc3)oc2C)cc1OCC (stereo not given)
    5	-1	-7	0	·	0	1
9) CCCNC(=O)N(C)C[C@@H]1Oc2cc(C#CC3CC3)ccc2S(=O)(=O)N([C@H](C)CO)C[C@@H]1C
    ·	10	-12	-3	-6	·	-2
10) COCCCNC(=O)Cn1cc(/C=C(\C#N)C(=O)N2CCN(c3ccccc3)CC2)c2ccccc21
    19	-2	0	1	-10	5	0
11) Cc1noc(C)c1S(=O)(=O)N(C)C[C@@H]1OCCCC[C@H](C)Oc2ccc(NS(C)(=O)=O)cc2C(=O)N([C@H](C)CO)C[C@H]1C
    -1	·	-12	2	-5	-2	-1
12) CCc1cccc(CC)c1NC(=S)NCCc1c(C)[nH]c2ccc(C)cc12
    15	26	11	0	3	0	-7
13) COc1cccc(NC(=O)CN(c2ccc3c(c2)OCO3)S(C)(=O)=O)c1
    11	-3	-11	2	8	-1	-3
14) Cc1cccc(-c2ccc([C@@H]3[C@@H](CO)N4CCCCN(S(=O)(=O)c5cccc(C)c5)C[C@@H]34)cc2)c1
    -20	10	18	-1	9	21*	5
15) CC(C)(C)OC(=O)N1CCCN(C(=O)Nc2ccc(C(F)(F)F)cc2)CC1
    8	·	2	-3	5	13	-4
16) COc1ccccc1CNC(=O)N/C=C/c1ccc(Cl)cc1
    4	-10	0	4	8	-3	-3
17) O=C1NC(Cc2ccccc2)c2nc3ccc(F)cc3c(=O)n2-c2cc(Cl)ccc21 (stereo not given)
    15	·	-1	2	7	·	·
18) COCCCn1cn[nH]c1=S
    -12	-21	-1	1	-5	4	-3
19) CN(C)CC(=O)N[C@H]1CC[C@H](CCNC(=O)Nc2ccc(F)cc2)O[C@H]1CO
    -11	-9	16	2	-12	6	-1
20) Cc1ccc(NC(=O)Nc2cccnc2)cc1Cl
    -89	0	-38	0	-94	0	-5
21) O=C(c1ccc2nc[nH]c2c1)N1CCc2ccccc2C1
    7	-3	5	·	-7	-5	0
22) OC[C@@H]1[C@H](c2ccc(-c3cccnc3)cc2)[C@H]2CN(CC3CCOCC3)CCCCN12
    11	13	·	-1	-4	-10	·
23) COC(=O)C1CC2=C(CCC2=O)N(c2ccccc2)C1=O (stereo not given)
    -8	-6	-4	1	-4	-3	1
24) COC(=O)c1ccc(-c2cccc(CN3CCN(c4ncc(Cc5ccccc5)cn4)CC3)c2)cc1
    -27	·	-12	0	13	5	-3
25) Cc1ccc(CNC(=O)CN(c2cccc([N+](=O)[O-])c2)S(C)(=O)=O)cc1
    7	-2	0	0	5	1	0
26) COCCNC(=O)/C(C#N)=C/c1ccc(OCC(=O)NC2CCCCC2)cc1
    18	-5	9	-1	9	-6	1
27) C[C@H](CO)N1C[C@H](C)[C@@H](CN(C)S(=O)(=O)c2ccc(Cl)cc2)Oc2ccc(NC(=O)Nc3ccc4c(c3)OCO4)cc2CC1=O
    ·	1	9	3	-4	8	-2
28) COc1cc(NC(=O)N2CCc3nc(NCc4cccc(Oc5ccccc5)c4)ncc3C2)cc(OC)c1OC
    6	·	0	-2	-3	·	0
29) Cc1c(C(=O)NCc2ccccn2)oc2ccc(Br)cc12
    -102	-11	-3	1	-51	-13	-2
30) Cc1ccccc1C(=O)O/N=C(\c1ccccc1)c1ccccn1
    0	14	-6	·	·	·	·

A portion from further up, as a working copy:
Values in the order – PAX8 reporter	ARNT-TACC3 inh	LGR2 inh	CASP6 VEID inh	EWS-Fli block	DENV2 CPE	SIRT5 inh
19) CN(C)CC(=O)N[C@H]1CC[C@H](CCNC(=O)Nc2ccc(F)cc2)O[C@H]1CO
    -11	-9	16	2	-12	6	-1
20) Cc1ccc(NC(=O)Nc2cccnc2)cc1Cl
    -89	0	-38	0	-94	0	-5
21) O=C(c1ccc2nc[nH]c2c1)N1CCc2ccccc2C1
    7	-3	5	·	-7	-5	0
22) OC[C@@H]1[C@H](c2ccc(-c3cccnc3)cc2)[C@H]2CN(CC3CCOCC3)CCCCN12
    11	13	·	-1	-4	-10	·
23) COC(=O)C1CC2=C(CCC2=O)N(c2ccccc2)C1=O (stereo not given)
    -8	-6	-4	1	-4	-3	1
24) COC(=O)c1ccc(-c2cccc(CN3CCN(c4ncc(Cc5ccccc5)cn4)CC3)c2)cc1
    -27	·	-12	0	13	5	-3
25) Cc1ccc(CNC(=O)CN(c2cccc([N+](=O)[O-])c2)S(C)(=O)=O)cc1
    7	-2	0	0	5	1	0
26) COCCNC(=O)/C(C#N)=C/c1ccc(OCC(=O)NC2CCCCC2)cc1
    18	-5	9	-1	9	-6	1
27) C[C@H](CO)N1C[C@H](C)[C@@H](CN(C)S(=O)(=O)c2ccc(Cl)cc2)Oc2ccc(NC(=O)Nc3ccc4c(c3)OCO4)cc2CC1=O
    ·	1	9	3	-4	8	-2
28) COc1cc(NC(=O)N2CCc3nc(NCc4cccc(Oc5ccccc5)c4)ncc3C2)cc(OC)c1OC
    6	·	0	-2	-3	·	0

Later entries:
Values in the order – PAX8 reporter	ARNT-TACC3 inh	LGR2 inh	CASP6 VEID inh	EWS-Fli block	DENV2 CPE	SIRT5 inh
31) COc1ccccc1C#Cc1ccc([C@H]2[C@H]3CN(C(=O)C4CC4)CCCCN3[C@H]2CO)cc1
    11	-5	·	-1	2	-11	7
32) COCC(=O)N(C[C@@H]1N[C@@H](CO)[C@H]1c1ccc(-c2ccccc2)cc1)C(C)C
    -5	1	-7	3	-15	4	-3
33) O=C(CC1CC1)N1CC(=O)N2[C@@H](CO)[C@@H](c3ccc(C#Cc4cccc(F)c4)cc3)[C@@H]2C1
    ·	·	-16	3	-6	29*	0
34) CCOc1cc2[nH]c(=O)n(Cc3ccc(C(=O)NCCOC)cc3)c(=O)c2cc1OCC
    4	-6	2	-3	5	1	-3
35) COc1cc2ccccc2cc1C(=O)N(CCN(C)C)c1nc2c(C)cccc2s1
    16	19	5	-2	9	11	0
36) CC1CCCCN1S(=O)(=O)c1ccccc1[N+](=O)[O-] (stereo not given)
    8	-8	6	1	-2	-8	-2
37) O=C(NCCN1CCN(Cc2ccc([N+](=O)[O-])cc2)CC1)C(=O)Nc1ccccc1
    ·	6	-4	0	-1	-2	-7
38) Cc1cc(C)c2nc(-c3ccccn3)cc(C(=O)Nn3cnnc3)c2c1
    1	5	15	0	-3	14	2
39) C[C@@H]1CN([C@H](C)CO)C(=O)c2cc(NC(=O)Cc3cn(C)c4ccccc34)ccc2O[C@@H]1CN(C)Cc1ccncc1
    11	-1	-12	-3	·	-4	-1
40) COc1cc(-c2c(-c3ccc4c(c3)OCO4)noc2-c2ccsc2)ccc1F
    -21	-5	-39	0	-13	16	17*
41) COc1ccc(-n2nc([N+](=O)[O-])c(=NCc3cccnc3)n2O)cc1
    146*	-8	·	-1	-8	3	·
42) O=C(Nc1ccccc1)c1nc[nH]c1C(=O)NCCNC(=O)c1[nH]cnc1C(=O)Nc1ccccc1
    39	-17	·	-1	-5	?	·
43) CCCCCCCCSC1=CC(=O)C(OC)=C(OC)C1=O
    27	·	36	11	42	71*	2
44) CC1C(=O)N2CCCc3cc(NC(=O)C(=O)NCc4ccc5c(c4)OCO5)cc1c32 (stereo not given)
    0	2	-12	5	4	3	-2
45) COc1ccc(C2CC(=O)Oc3cc(O)ccc32)cc1 (stereo not given)
    -30	0	7	6	4	4	-2
46) CCCc1cc(=O)oc2c3c(cc(OCC(=O)N[C@@H](CSC)C(=O)O)c12)OC(C)(C)CC3
    -3	-2	8	-1	-4	-2	-42
47) CC1CCc2onc(C(=O)O)c2C1 (stereo not given)
    -5	-4	4	4	-3	7	-2
48) O=C1CCN(Cc2ccccc2)S(=O)(=O)c2ccccc21
    -8	-6	·	1	-9	-11	·
49) CN1c2ccc(Br)cc2[C@H]2[C@H](CCN2C(=O)CN2CCOCC2)[C@@H]1CO
    -22	-5	2	-9	-10	7	-2
50) CCOc1ccc2nc(/N=C/c3c(C)[nH]n(-c4ccccc4)c3=O)sc2c1
    -71	27*	-37	·	·	·	·
51) O=C(N/N=C/c1ccccn1)c1cc(-c2ccccc2)nc2ccccc12
    23	·	-1	0	17	-6	·
52) Cc1noc(C)c1S(=O)(=O)N(C)C[C@H]1Oc2ccc(NS(=O)(=O)c3ccc(Cl)cc3)cc2C(=O)N([C@H](C)CO)C[C@H]1C
    ·	8	27	2	2	-4	3
53) CNC(=O)C(=O)NCC1OCCN1S(=O)(=O)c1ccc(C)cc1 (stereo not given)
    -10	3	6	0	·	5	-1
54) O=C(c1ccccc1F)N1CC[C@@H]2[C@H]1c1cc(-c3ccc(F)cc3)ccc1N[C@@H]2CO
    -22	-12	-6	-1	9	-8	4
55) COc1ccccc1CCn1c(N)cc(=O)[nH]c1=O
    25	10	11	0	7	-1	-3
56) Brc1ccc(-c2nc(-c3ccncc3)no2)o1
    -133	9	·	-3	·	·	-5
57) CCOC(=O)c1sc(NC(=O)C(CC)Sc2nnc3c4ccccc4n(CC)c3n2)nc1C (stereo not given)
    14	-2	-23	-3	2	-2	-2
58) CSc1cccc2sc(NC(=O)C3=COCCO3)nc12
    ·	0	-4	1	-80	5	3
59) C[C@H](CO)N1C[C@H](C)[C@H](CN(C)C(=O)Nc2ccc(F)cc2)Oc2cc(-c3ccncc3)ccc2S1(=O)=O
    ·	-2	2	0	12	5	-4
60) CCN(CC)C(=O)C(C(=O)c1cccc([N+](=O)[O-])c1)n1cc(Cl)ccc1=O (stereo not given)
    11	-6	8	-2	7	-3	0
61) C[C@@H]1CN([C@H](C)CO)C(=O)c2cccc(NS(=O)(=O)c3cn(C)cn3)c2O[C@@H]1CN(C)S(=O)(=O)c1ccccc1
    -23	4	-13	-2	-7	5	-12
